# All columns: NCI-60 one-dose screen, growth in % after 48 h at 10 µM unless noted; 100 = growth as untreated, 0 = no growth, -100 = all killed.
# MCF7 – MCF7 breast cancer; 82,000 compounds, 6.3% hits; AID 1794796; active = growth percent below 10
# * = called active by the depositor; & = joins results of further samples; ! = not confirmed by another sample; [ ] = remark or other dose. Some of the compounds tested. The share of hits here may be higher or lower than overall.
no.	compound	MCF7
1	CCCCN1C(=O)C(CO)N=C(c2cccc(O)c2)c2ccccc21 (stereo not given)	86[30 µM]
2	NC(=O)CCC1N=C(c2ccc(O)cc2)c2cc(Cl)ccc2N(CC(N)=O)C1=O (stereo not given)	83[30 µM]
3	N#CCN1C(=O)CN=C(c2cccc(O)c2)c2ccc(Cl)cc21	90[30 µM]
4	O=C(O)CN1C(=O)CN=C(c2cccc(O)c2)c2ccc(Cl)cc21	85[30 µM]
5	C/C=C(/C)C(=O)O[C@H]1CCN2CC=C(COC(=O)[C@@](O)([C@H](C)OC)C(C)(C)O)[C@H]12	82&81[100 µM]
6	COc1cc2c(cc1O)C1Cc3ccc(OC)c(O)c3C[N+]1(C)CC2 (stereo not given)	53&74[100 µM]
7	[Cl][Cd][Cl]	95&97[500 µM]
8	C[C@H]1CC[C@@]2(NC1)O[C@H]1C[C@H]3[C@@H]4CC[C@H]5C[C@@H](O)CC[C@]5(C)[C@H]4CC[C@]3(C)[C@H]1[C@@H]2C	26&29[100 µM]
9	C/C=C1\CN2CCC34c5ccccc5N(C)C35OCC4(C(=O)OC)C1CC25 (stereo not given)	-100*![100 µM]
10	CCOC(=O)c1c(SC)nc(-c2ccc(Cl)cc2)sc1=N	5.4*[100 µM]

# Rewritten with each value named: part of the list above.
7: [Cl][Cd][Cl]
  MCF7: 95&97[500 µM]

8: C[C@H]1CC[C@@]2(NC1)O[C@H]1C[C@H]3[C@@H]4CC[C@H]5C[C@@H](O)CC[C@]5(C)[C@H]4CC[C@]3(C)[C@H]1[C@@H]2C
  MCF7: 26&29[100 µM]

# Fetched by compound from the entries so far:
no.	compound	MCF7
6	COc1cc2c(cc1O)C1Cc3ccc(OC)c(O)c3C[N+]1(C)CC2 (stereo not given)	53&74[100 µM]
1	CCCCN1C(=O)C(CO)N=C(c2cccc(O)c2)c2ccccc21 (stereo not given)	86[30 µM]
